# ssDAF-12 act: activates DAF-12 receptor from parasite S. stercoralis; HEK293 ssDAF-12/GRIP1 lit1-tk-luc reporter, luminescence; % of 3 µM dafachronic acid response; activation, % at 6.8 µM; AID 652126; 1% of 370,000 active;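 active = activation above the mean over all tested compounds plus 3 SD, cut at about 0.9% in these data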;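 also: 0% = DMSO-only wells and 100% = 3 µM delta7-dafachronic acid wells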
# NR1D1 modulator: modulators of human Rev-erb alpha DNA binding | P20393 | Rev-erbα–FITC-DNA binding, fluorescence polarization, 90 min | activity, % at 10 µM | 0.79% of 370,000 active;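 active = activity above about 14%, limit read from the data; passing the limit was not always enough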;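 also: 0% = DMSO wells with 35 nM protein and 100% = DMSO wells with 750 nM protein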
# PLC-beta3 inh: PLC-beta3 (human) inhibition, primary screen; Q01970; 0.18% of 370,000 active; Purified PLC-beta3, fluorogenic substrate, fluorescence; inhibition, % at 12.2 µM; in the data active = inhibition above about 11%;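 also: 0% = median of compound wells on plate and 100% = full blocker control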
# DAX1 inh-1: blocks DAX1 repression of SF-1 activated StAR promoter | HEK293T StAR-luciferase reporter, SF-1/DAX-1 repression relief | inhibition, % at 6.8 µM | 1.1% of 370,000 active | AID 652010;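 active = inhibition above the mean over all tested compounds plus 3 SD, cut at about 3.6% in these data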;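 also: 0% = DAX-1 cells with DMSO and 100% = cells lacking DAX-1 with DMSO; higher inhibition means more luminescence from relief of DAX-1 repression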
# SMARCA2 activ: SMARCA2 function activation, primary screen; MG213 cells, MMTV-luciferase reporter, dexamethasone, overnight; activation, % at 9.1 µM; 1% of 370,000 active; in the data active = activation above about 7.8%;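 also: 0% = vehicle wells and 100% = reference activator wells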
# hcDAF12 agonist: H. contortus DAF-12 activation, primary screen. HEK293 hcDAF-12 lit1-tk-luc reporter, luminescence; 0% DMSO, 100% Δ7-dafachronic acid. activation, % at 6.8 µM. 1.4% of 370,000 active;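 active = activation above the mean of all tested compounds plus 3 SD, cut at about 5.5% in these data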;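 also: 100% = response to 3 µM Δ7-dafachronic acid high control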
# MBD2 DNA inh: MBD2-methylated oligo binding inhibition. 0.31% of 370,000 active. TR-FRET, MBD2 binding to methylated oligonucleotide. inhibition, % at 4.4 µM; in the data active = inhibition above about 13%
# ADAM17 inh: inhibits human ADAM17; inhibition, % at 6.95 µM; 0.83% of 370,000 active; AID 720648; recombinant ADAM17, EDANS/DABCYL FRET peptide cleavage;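 active = inhibition above the mean of compounds lying between control limits plus 3 SD, set per campaign, cut at about 8.5% in these data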;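 also: 0% = DMSO-only wells as the low control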
# Target sequence (P78536 215-824 limits assumed): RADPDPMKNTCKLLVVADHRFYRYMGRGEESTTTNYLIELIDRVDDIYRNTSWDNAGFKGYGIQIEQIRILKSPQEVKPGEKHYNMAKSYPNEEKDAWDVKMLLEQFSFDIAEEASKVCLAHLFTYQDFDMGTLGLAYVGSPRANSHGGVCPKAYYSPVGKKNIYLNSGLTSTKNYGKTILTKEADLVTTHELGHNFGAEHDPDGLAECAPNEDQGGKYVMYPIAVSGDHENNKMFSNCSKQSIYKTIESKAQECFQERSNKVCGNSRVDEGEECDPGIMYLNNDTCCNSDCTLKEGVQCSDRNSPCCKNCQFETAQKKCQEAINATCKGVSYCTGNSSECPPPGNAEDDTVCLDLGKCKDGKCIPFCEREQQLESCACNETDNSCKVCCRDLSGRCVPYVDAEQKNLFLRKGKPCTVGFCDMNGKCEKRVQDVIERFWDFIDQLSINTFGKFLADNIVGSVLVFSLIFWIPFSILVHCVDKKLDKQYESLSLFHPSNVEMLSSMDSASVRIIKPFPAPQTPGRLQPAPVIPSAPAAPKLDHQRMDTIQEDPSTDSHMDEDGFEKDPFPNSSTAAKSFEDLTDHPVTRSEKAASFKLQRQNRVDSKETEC
# PLC-gamma1 inh: inhibitors of human phospholipase C gamma1. inhibition, % at 12.2 µM. AID 720700. P19174. purified PLC-gamma1, fluorogenic substrate, fluorescence. 0.84% of 370,000 active; in the data active = inhibition above about 9.5%
# hgDAF12 agonist: hgDAF-12 agonism, primary luciferase screen; 1.8% of 370,000 active; activation, % at 6.8 µM; HEK293 GAL4-hgDAF12 UAS-luciferase reporter, agonist luminescence; normalized to butyrate control;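 active = activation above a cutoff set at the mean of all screened compounds plus 3 SD, cut at about 10% in these data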;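 also: 0% = DMSO wells and 100% = sodium butyrate wells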
# DAX1 inh-2: inhibitors of human orphan nuclear receptor DAX1 (NR0B1). P51843. HEK293 Gal4-DAX1 luciferase reporter, luminescence. inhibition, % at 6.75 µM. 0.99% of 340,000 active. AID 504766;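 active = inhibition above the mean over all tested compounds plus 3 SD, cut at about 4.2% in these data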;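 also: 0% = DAX1-transfected cells with DMSO and 100% = empty-vector control cells with DMSO; inhibition shows as a rise in luminescence from relieved DAX1 repression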
# Target sequence (P51843 207-470 limits assumed): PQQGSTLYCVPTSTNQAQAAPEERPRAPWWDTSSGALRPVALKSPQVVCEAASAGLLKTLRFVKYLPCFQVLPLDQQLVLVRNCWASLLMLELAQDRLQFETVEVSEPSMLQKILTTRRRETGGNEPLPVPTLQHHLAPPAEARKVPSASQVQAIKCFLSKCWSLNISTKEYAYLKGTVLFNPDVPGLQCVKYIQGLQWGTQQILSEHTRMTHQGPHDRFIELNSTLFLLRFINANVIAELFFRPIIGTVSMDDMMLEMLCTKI
# * hit, by the source's call; nt = no result given.
SMILES,ssDAF-12 act,NR1D1 modulator,PLC-beta3 inh,DAX1 inh-1,SMARCA2 activ,hcDAF12 agonist,MBD2 DNA inh,ADAM17 inh,PLC-gamma1 inh,hgDAF12 agonist,DAX1 inh-2
O=C(CNC(=O)c1ccc2c(c1)OCCO2)N/N=C/c1ccco1,-2.0,6.2,-5.2,0.4,-2.1,-1.2,2.6,-1.0,0.2,-2.7,1.9
COc1ccc(OC)c(NC2c3ncccc3C(=O)N2Cc2ccco2)c1 (stereo not given),-1.3,-0.4,-1.5,-0.4,-0.8,-1.1,9.3,-5.9,-3.2,0.1,0.8
C=CCn1c(N)cc(=O)nc1SCC(=O)N(c1ccccc1)c1ccccc1,-2.1,1.4,-6.4,0.7,-4.0,0.3,-2.2,-2.8,1.8,-1.6,2.1
CCS(=O)(=O)NCc1cn2c(C)csc2n1,-0.3,-2.4,2.3,-0.6,2.4,3.2,-0.5,-2.4,2.0,0.6,-0.1
CN(C)C(CNC(=O)CCC(=O)c1ccc(Br)cc1)c1ccccc1 (stereo not given),-1.3,0.6,-3.3,-0.2,2.7,0.3,1.1,-3.1,-1.0,0.7,0.0
Cc1ccnc(Sc2nc3c(c(=O)[nH]c(=O)n3C)n2CCCc2ccccc2)n1,-1.3,0.7,-0.9,0.2,-1.5,0.8,-1.1,-4.2,-0.4,-1.7,0.5
CCCNC(=O)C1(C)CCCN(Cc2ccc(C)cc2)C1 (stereo not given),-1.7,1.7,1.9,-0.4,-2.2,-0.6,0.0,-5.1,1.9,0.7,nt
COC(=O)c1ccc(N=NN2CCCCCC2)cc1,-0.5,0.1,1.7,2.7,5.0,0.1,5.6,-1.3,-1.5,9.7,1.6
CC(=O)NC(c1ccc(C)cc1)c1cc([N+](=O)[O-])c2cccnc2c1O (stereo not given),-1.3,-1.5,8.2,-2.4,-3.1,-2.7,-0.9,4.8,8.5,-4.1,0.0
CN(C)S(=O)(=O)Oc1cccc(C(=O)Nc2cccc(Cl)c2)c1,-1.1,nt,-3.9,-1.5,-2.1,-0.8,1.1,7.2,1.5,4.3,-0.5
CC(=O)Nc1ccc(NC(=O)C(C)Sc2n[nH]c(-c3cccs3)n2)cc1 (stereo not given),-1.1,-2.2,1.9,1.6,-2.5,-1.7,-3.3,-8.0,3.3,-0.6,-0.6
CCCCc1cc(-c2n[nH]c(=S)o2)c2ccccc2n1,-0.7,0.9,-62.0,-0.4,-2.9,0.7,-5.5,0.2,-42.6,0.1,-0.5
CC(=O)NC(c1ccc(C(C)C)cc1)c1c(O)ccc2ccccc12 (stereo not given),-1.1,0.5,-14.7,-0.5,-0.1,-0.2,3.5,-13.2,-8.6,-1.9,nt
COc1ccccc1C(=O)Nc1ccc(Br)cc1C,0.9,2.2,-2.4,-0.4,3.8,7.0*,-0.8,-3.4,-0.2,11.1*,2.3
CN(C)c1ccc(C(=O)OCC(=O)NCCC2=CCCCC2)cc1,-1.4,-1.7,-20.9,-1.3,-0.2,0.0,2.7,-2.1,-6.4,-1.1,-0.2
O=C(CN1CCCC1c1cccs1)Nc1cc(S(=O)(=O)N2CCCCC2)ccc1Cl (stereo not given),-1.2,6.1,-3.1,-1.7,-3.0,0.4,2.6,-6.6,4.7,1.2,0.6
O=C(Cc1ccc(S(=O)(=O)N2CCOCC2)s1)Nc1cc(C(F)(F)F)cc(C(F)(F)F)c1,-0.7,-0.2,-2.8,-0.3,0.2,-1.2,1.0,5.7,0.9,0.7,-0.5
Cc1sc(NC(=O)CN(Cc2ccc(F)cc2)C(=O)C(C)(C)C)c(C(N)=O)c1C,-1.9,1.9,-1.9,-0.3,-2.8,-1.0,4.3,-3.1,-1.7,-2.0,1.7
CCN1CCN(C(CNS(=O)(=O)c2ccc(OC)c(C)c2)c2cccnc2)CC1 (stereo not given),-0.4,2.5,-10.2,2.0,-1.1,-2.0,6.7,0.3,2.2,-1.9,1.1
O=C(Nc1ccc(S(=O)(=O)Nc2ccccc2F)cc1)N1CCCCC1,-1.1,-4.9,-1.0,1.2,-0.1,-0.1,-5.3,-1.6,-1.9,0.0,-0.1
CN(C)S(=O)(=O)c1ccc(N2CCCC2)c(C(=O)NCC(=O)Nc2ccc(F)c(F)c2)c1,-0.8,-3.1,-6.3,3.0,-3.1,-0.9,0.4,-3.5,3.7,1.9,0.9
CCS(=O)(=O)c1nc(S(=O)(=O)c2ccc(C)cc2)c(N2CC(C)CC(C)C2)s1 (stereo not given),-1.5,4.1,-5.9,0.3,-3.3,-1.7,-0.1,0.6,2.1,-1.9,0.4
O=C(Cn1c(=O)sc2ccccc21)Nc1ccccc1C(=O)O,-1.0,0.5,-1.7,0.7,-2.0,-0.6,-1.9,-4.8,-0.8,2.5,-1.6
Cc1ccc(S(=O)(=O)NN2Cc3ccccc3C2=N)cc1,-1.6,-3.3,-3.8,-0.3,2.1,-0.1,-6.6,0.9,0.5,2.1,-0.2
Cc1cc(C)cc(OCC(=O)Nc2cc(NC(=O)COc3cc(C)cc(C)c3)cc(C(=O)O)c2)c1,-1.6,0.1,-9.6,-0.4,-0.2,1.2,2.2,-0.7,3.2,-1.1,1.5
COc1ccccc1NC(=O)N(C)C[C@H]1OCc2cn(nn2)CCCC(=O)N([C@@H](C)CO)C[C@@H]1C,-1.1,5.1,1.6,1.3,-4.1,-0.5,3.9,-4.0,-0.9,0.6,1.7
S=c1[nH]nc(C2CCCCC2)o1,-1.6,-3.6,-7.6,0.1,-3.8,-0.3,4.9,-5.0,1.7,-0.9,1.2
Nc1cccc2cc(-c3ccccc3)oc12,0.1,4.6,-219.0,5.3*,5.1,1.7,-1.6,-41.8,-163.6,7.0,1.5
Cc1cccn2c1nc(=S)n2C(=O)c1ccco1,0.3,0.1,1.7,1.7,3.4,9.5*,-0.1,-7.1,0.5,11.9*,0.9
COc1ccc(S(=O)(=O)Nc2ccc(N3CCOCC3)cc2)cc1[N+](=O)[O-],-1.0,-4.9,2.0,-0.5,-0.3,-1.2,1.5,-3.4,-1.1,0.9,-0.8
CN(CC(=O)Nc1ccccc1Br)C(=O)CN1CCN(Cc2ccc(Cl)cc2)CC1,-1.3,-2.1,-7.8,-0.6,-4.4,-0.4,1.4,-7.2,-1.2,-2.5,-0.6
CC(C)(C)c1ccc(S(=O)(=O)N2C=CC(C(F)(F)F)=NCC2)cc1,-0.7,2.1,1.8,-1.2,1.9,-2.8,-5.0,0.8,0.8,-0.6,-0.7
COc1cc(C=O)ccc1OC(=O)c1ccc(C(C)C)cc1,-2.0,6.7,-6.4,0.1,2.0,0.8,0.1,1.7,5.9,-2.6,1.0
CN(C(=O)c1ccco1)c1nc(-c2ccccc2)cs1,0.5,0.2,-3.1,3.7*,5.3,5.9*,-4.4,-1.2,1.7,11.2*,2.9
O=C(/C=C/c1ccc(Cl)cc1)Nc1ccc(CN2CCOCC2)cc1,-2.6,2.5,2.5,-2.2,-4.3,-6.0,4.3,2.6,1.8,-7.2,-3.5
COc1ccc(-n2ccnc2)cc1,-0.7,-1.9,-1.9,-0.4,-1.6,-0.8,-2.2,-3.6,1.0,-2.3,-0.3
CN(C)C(CNC(=O)c1ccc(NS(=O)(=O)c2ccc3[nH]c(=O)[nH]c3c2)cc1)c1ccccc1 (stereo not given),-0.7,-5.7,-0.6,1.6,-1.6,-0.5,-2.2,1.0,4.0,-1.0,0.8
COc1ccc(CC(=O)Nc2c(C(=O)N3CCN(c4ncccn4)CC3)oc3ccccc23)cc1OC,-1.0,-1.9,-5.3,-0.3,-0.6,-0.3,2.4,-2.3,4.3,-0.9,0.1
CCN(C(=O)COC(=O)/C=C/c1c(C)nn(-c2ccccc2)c1C)c1c(N)n(Cc2ccccc2)c(=O)[nH]c1=O,-0.6,-5.1,-4.0,-0.3,-0.8,-0.6,3.2,-1.2,1.9,0.2,0.8
CCCN(CCO)C1CCN(CCc2ccccc2)CC1,-0.9,-2.1,-3.8,0.2,1.3,-0.5,-0.1,-1.6,-2.4,1.1,-0.4
COc1ccc(Br)cc1CNC(=O)CN1C(=O)C(c2ccccc2)Oc2cccnc21 (stereo not given),-1.1,9.2,-24.8,-0.4,-2.9,0.4,-0.6,0.1,-9.8,-3.2,-0.2
CCN1CC(C)(C)N(C(=O)c2ccccc2)CC1(C)C,-0.8,0.5,3.5,-0.5,-4.5,-0.2,-2.3,4.9,4.8,0.8,1.2
CCC(Sc1ccc2nnc(CCNS(=O)(=O)c3ccc(OC)cc3)n2n1)C(=O)OC (stereo not given),-1.0,3.3,-7.3,0.0,0.2,1.4,-3.8,0.9,-4.6,-3.5,0.0
COc1ccc(-c2csc(N(CCCN(C)C)C(=O)c3ccc(F)cc3)n2)cc1,-0.8,3.1,-6.7,0.3,-0.8,-0.3,-0.6,-2.3,0.6,2.0,3.0
CCOC(=O)c1c(-c2cccs2)csc1NC(=O)c1ccncc1,-1.0,29.3*,-2.3,0.5,-2.5,-0.8,-4.7,-3.8,-0.8,0.6,4.2
Cc1cccc(C(=O)OCc2cncs2)c1,-1.1,0.6,3.6,1.3,1.3,-1.4,-0.4,4.3,4.8,3.0,0.4
COCCNc1nc2cc(-c3ccccc3OC)sc2c(=O)n1C,-1.3,-8.9,-6.5,0.6,-1.6,-2.4,0.1,-18.6,-3.4,3.5,nt
NC(N)=NCCCC(NC(=O)c1ccccc1)C(=O)Nc1ccc([N+](=O)[O-])cc1 (stereo not given),-1.4,7.0,1.1,0.2,-6.3,-0.9,3.6,-2.5,3.8,-0.5,0.3
CS(=O)(=O)Nc1ccc(C2=NN(S(=O)(=O)c3ccc(F)cc3)C(c3ccco3)C2)cc1 (stereo not given),-1.3,-0.8,-2.4,-1.1,-3.0,-2.2,1.3,-1.2,-0.3,0.5,0.7
O=C(O)c1ccccc1C(=O)c1ccc(Cl)cc1,-1.9,-2.4,-6.3,0.0,1.0,-1.2,-1.8,-2.8,0.8,-0.1,0.3
Cc1c(Nc2nc3ccccc3nc2NS(=O)(=O)c2cccs2)c(=O)n(-c2ccccc2)n1C,0.0,1.0,-0.2,0.1,0.6,-0.4,-4.0,1.6,0.1,-0.2,0.3
O=C(OCc1ccc(Br)cc1)c1cccc(S(=O)(=O)N2CCCC2)c1,-1.4,5.1,-8.8,-0.1,-3.1,-1.3,-9.8,6.7,-2.4,2.8,1.2

# Single records, as listed above. Values in the order: ssDAF-12 act | NR1D1 modulator | PLC-beta3 inh | DAX1 inh-1 | SMARCA2 activ | hcDAF12 agonist | MBD2 DNA inh | ADAM17 inh | PLC-gamma1 inh | hgDAF12 agonist | DAX1 inh-2
# COc1ccc(S(=O)(=O)Nc2ccc(N3CCOCC3)cc2)cc1[N+](=O)[O-] as listed: -1.0 | -4.9 | 2.0 | -0.5 | -0.3 | -1.2 | 1.5 | -3.4 | -1.1 | 0.9 | -0.8
# CC(=O)Nc1ccc(NC(=O)C(C)Sc2n[nH]c(-c3cccs3)n2)cc1 (stereo not given) as listed: -1.1 | -2.2 | 1.9 | 1.6 | -2.5 | -1.7 | -3.3 | -8.0 | 3.3 | -0.6 | -0.6
# Cc1cccc(C(=O)OCc2cncs2)c1 as listed: -1.1 | 0.6 | 3.6 | 1.3 | 1.3 | -1.4 | -0.4 | 4.3 | 4.8 | 3.0 | 0.4
# CCN1CC(C)(C)N(C(=O)c2ccccc2)CC1(C)C as listed: -0.8 | 0.5 | 3.5 | -0.5 | -4.5 | -0.2 | -2.3 | 4.9 | 4.8 | 0.8 | 1.2
# CN(C)C(CNC(=O)CCC(=O)c1ccc(Br)cc1)c1ccccc1 (stereo not given) as listed: -1.3 | 0.6 | -3.3 | -0.2 | 2.7 | 0.3 | 1.1 | -3.1 | -1.0 | 0.7 | 0.0

# Source: PubChem BioAssay
